TexasRed fluor = Total Fluorescence Counterscreen for Inhibitors of the Interaction of Thyroid Hormone Receptor and Steroid Receptor Coregulator 2; TRb/SRC2 Texas Red total fluorescence interference; Potency, µM (highest dose often 106 µM), without a hit: top-dose fluorescence change, negative = quenching; 0.29% of 280,000 active; AID 1479, 2009; active means well fitted curve in either direction with a large enough effect; inconclusive means small, poorly fitted or top-dose-only effect
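Flags fluorescent or light-absorbing compounds by total fluorescence, S + 2P, at 555 nm excitation and 632 nm emission. Mixture: 20 nM Texas Red SRC2 peptide, 0.6 uM human TRb LBD, 1 uM T3, 5% DMSO; compound exposure 5 h at ambient temperature.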
L3MBTL1 block = qHTS Assay for the Inhibitors of L3MBTL1 | Potency, µM (top dose mostly 57.1 µM), for the others: top-dose activity, negative = inhibition, hits mostly inhibitors | AlphaScreen L3MBTL1–H3K9me1 peptide binding | 0.66% of 230,000 active | Lethal(3)malignant brain tumor-like protein 1 (Homo sapiens), Q9Y468; further: nearly all actives have a fitted effect of over 60% in size
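Read-out is AlphaScreen signal from streptavidin donor and nickel chelate acceptor beads (10 ug/mL final each) bridging L3MBTL1 (50 nM) and biotinylated K9-monomethylated H3(1-15) peptide (75 nM), after 30 min compound exposure at room temperature.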
Tau FP inhib = qHTS for Inhibitors of Tau Fibril Formation, Fluorescence Polarization | K18 P301L tau heparin fibrillization, Alexa594 FP, 6 h | Microtubule-associated protein tau (Homo sapiens), P10636 | Potency, µM (doses to about 57.7 µM), inactives show at the top dose activity, negative = inhibition, actives largely listed as inhibitors | 0.39% of 280,000 active; further: nearly all actives have a fitted effect of over 55% in size
Target sequence (P10636 561-689 P618L limits assumed): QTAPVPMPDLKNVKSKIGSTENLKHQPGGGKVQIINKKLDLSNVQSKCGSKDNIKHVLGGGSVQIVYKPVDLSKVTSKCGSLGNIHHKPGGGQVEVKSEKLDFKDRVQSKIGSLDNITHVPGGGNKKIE
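Quantitative HTS format: compounds meet 15 uM recombinant K18 P301L tau and Alexa 594-tau tracer in 100 mM sodium acetate pH 7; 20 uM heparin triggers fibrillization at 37 C over 6 hr; FP gives the signal.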
RECQ1 helicase = qHTS Assay for Inhibitors of RecQ-Like Dna Helicase 1 (RECQ1) | ATP-dependent DNA helicase Q1 (Homo sapiens), P46063 | RECQ1 DNA unwinding, red fluorescence kinetic read | Potency, µM (series often up to 57.3 µM), inactives show top-dose activity, negative = inhibition, actives largely listed as inhibitors | 0.54% of 240,000 active | AID 2549, 2010;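 further: plate controls were vehicle for no effect and no enzyme for full effect; nearly all actives have a fitted effect of over 30% in size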
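RECQ1T1 50 nM; forked duplex (20 bp + 30-nt ss tails) 200 nM, ATP 2 mM final; pH 8.0, 2 mM MgCl2, 2.5 ug/ml poly(dI-dC); 15 min compound preincubation; discontinuous kinetic read over 2 h at RT.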
JMJD2E inh = qHTS Assay for Inhibitors of Human Jumonji Domain Containing 2E (JMJD2E); Lysine-specific demethylase 4E (Homo sapiens), B2RXH2; JMJD2E catalytic domain, FDH-coupled NADH fluorescence (FDH is formaldehyde dehydrogenase); Potency, µM (series often up to 57.1 µM), for inactives: at the highest dose activity change, negative = inhibition, hits mostly inhibitors; 1.6% of 230,000 active; active means well fitted inhibition curve with a large enough effect, not every such curve was filed as active; inconclusive means small, poorly fitted or top-dose-only effect, or another doubt; inactive means no such curve, though single readings can be large or run the other way;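 further: 0% = wells with enzyme and -100% = buffer wells without enzyme; nearly all actives have a fitted effect of over 50% in size; many of its hits are not listed in these tables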
Target sequence (B2RXH2 1-337 limits assumed): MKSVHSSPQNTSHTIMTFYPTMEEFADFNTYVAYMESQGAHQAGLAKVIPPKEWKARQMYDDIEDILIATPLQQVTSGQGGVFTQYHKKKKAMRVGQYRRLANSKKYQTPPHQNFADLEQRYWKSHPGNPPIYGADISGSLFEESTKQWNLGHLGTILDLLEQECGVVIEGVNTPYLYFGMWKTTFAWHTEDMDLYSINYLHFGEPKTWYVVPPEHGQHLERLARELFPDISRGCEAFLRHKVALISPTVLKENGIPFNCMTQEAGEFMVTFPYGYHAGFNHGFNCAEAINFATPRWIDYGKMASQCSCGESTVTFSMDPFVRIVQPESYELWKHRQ
TRb SRC2 PPI = qHTS for Inhibitors of the Interaction of Thyroid Hormone Receptor and Steroid Receptor Coregulator 2 | Thyroid hormone receptor beta (Homo sapiens), P10828 | TRbeta-SRC2 peptide binding, fluorescence polarization; receptor liganded with 1 µM T3 | Potency, µM (series often up to 106 µM), inactives show at the highest dose activity change, negative = inhibition, usual class: inhibitors | 0.065% of 280,000 active | AID 1469, 2008;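 further: plate controls were bound peptide for no effect and peptide without receptor for full effect; nearly all actives have a fitted effect of over 50% in size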
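A fluorescence polarization screen tested compounds at multiple concentrations against complex formation between 0.6 uM TRb ligand-binding domain and 20 nM Texas Red SRC2 peptide, with 1 uM T3 present; readout after 5 hr.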
GoLoco inh red = qHTS Assay for Inhibitors of RGS12 GoLoco Motif Activity (Red Fluorophore) | Guanine nucleotide-binding protein G(i) subunit alpha-1 (Homo sapiens), P63096 | Gai1:RGS12 GoLoco peptide FP, rhodamine, 10 min | Potency, µM (highest dose often 61.6 µM), inactives show at the highest dose activity, negative = inhibition, usual class: inhibitors | 0.44% of 230,000 active; active means well fitted inhibition curve with a large enough effect, not every such curve was filed as active; inactive means no such curve, though single readings can be large or run the other way; further: nearly all actives have a fitted effect of over 30% in size; many of its hits are not listed in these tables
Target sequence (P63096 whole entry, looked up): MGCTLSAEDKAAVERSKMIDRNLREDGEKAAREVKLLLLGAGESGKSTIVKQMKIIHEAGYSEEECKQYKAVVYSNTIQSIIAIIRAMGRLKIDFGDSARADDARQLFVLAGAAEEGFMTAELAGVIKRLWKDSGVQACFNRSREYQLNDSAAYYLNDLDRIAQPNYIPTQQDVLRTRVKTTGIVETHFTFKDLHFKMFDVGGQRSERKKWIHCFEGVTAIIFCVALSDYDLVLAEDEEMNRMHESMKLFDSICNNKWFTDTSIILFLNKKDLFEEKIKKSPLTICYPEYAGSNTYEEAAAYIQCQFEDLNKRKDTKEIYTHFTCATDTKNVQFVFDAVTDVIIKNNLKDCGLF
Tau fibril ThT = qHTS for Inhibitors of Tau Fibril Formation, Thioflavin T Binding; recombinant tau K18 P301L, heparin-induced fibrillization, ThT fluorescence; Microtubule-associated protein tau (Homo sapiens), P10636; Potency, µM (titrated, usually from 57.4 µM), without a hit: top-dose activity, negative = inhibition, actives largely listed as inhibitors; 2.1% of 270,000 active; further: nearly all actives have a fitted effect of over 55% in size
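Using a mix of unlabeled (15 uM) and Alexa 594-labeled (0.24 uM) tau K18 P301L, heparin-triggered fibrillization over 6 hr at 37 C was scored by ThT fluorescence.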
Active calls of the source: *; i = inactive; ? = inconclusive; · = not tested or not shown; [ ] = another dose, or the depositor's remark. Unless noted, the call rests on the fitted dose curve; in most records, active means well fitted curve in the direction sought with a large enough effect; inconclusive means small, poorly fitted or top-dose-only effect, or another doubt; inactive means no such curve, though single readings can be large; an effect the other way counts as inactive or inconclusive. Unless noted, on the % scale 0 is the no-effect control and ±100 the full control effect; potency means the concentration at half of the fitted maximal effect. Not all compounds are listed; the hit share may differ from the screen's.

Below each compound: TexasRed fluor, L3MBTL1 block, Tau FP inhib, RECQ1 helicase, JMJD2E inh, TRb SRC2 PPI, GoLoco inh red, Tau fibril ThT
1. CCC(=O)NC(NC(=S)Nc1ccccc1Br)C(Cl)(Cl)Cl (stereo not given)
  -0.8%, 2.9%, 0.6%, 3.8%, 9.8%, 3.7%, -4.5%, 1.4%
2. COC(=O)c1[nH]c2ccc(Cl)cc2c1NC(=O)CN1CCC(C(N)=O)CC1
  -4.2%, 6.6%, -1.6%, -1.0%, ?, 0.1%, 3.8%, -10.6%
3. COc1ccc(C(=O)Nc2nc(-c3cccs3)cs2)cc1
  -0.3%, ·, ?, -11.9%, ?, 10.5%, -0.6%, ?
4. C/C(CC(=O)Nc1ccc(Cl)cn1)=N\NC(=O)Cc1cccs1
  0.2%, 2.8%, 0.8%, -1.0%, 4.6%, 6.7%, -10.0%, -17.0%
5. CCCCN(CC(=O)NCc1ccc(Cl)cc1)S(=O)(=O)c1ccc2c(c1)OCCO2
  -5.2%, 17.8%, -2.4%, i, -6.6%, -6.0%, 4.4%, -11.7%
6. COc1ccc(CC2(CO)CCN(CC3=CC[C@H]4C[C@@H]3C4(C)C)CC2)cc1
  -4.5%, -1.7%, 2.5%, -6.8%, 6.2%, 3.6%, 6.4%, -4.2%
7. C/C(=N\Nc1ccc(C(F)(F)F)cn1)c1ccc(S(=O)(=O)NCc2ccco2)cc1
  -2.5%, -1.8%, ?, -2.4%, ?, -5.3%, -10.1%, -7.1%
8. O=C(N/N=C/C1CCCCC1)c1cc(Cl)ccc1O
  -2.0%, 3.4%, 9.4%, -0.8%, 406.5%, 0.8%, 15.6%, -3.4%
9. CC(C)CC(=O)NC(NCC1CCCO1)C(Cl)(Cl)Cl (stereo not given)
  -3.2%, 1.0%, 0.2%, -3.6%, 4.5%, -2.6%, 8.9%, -9.9%
10. Cc1cc2c(cc1C)CSC(c1ccccc1OC(=O)C(C)C)SC2
  -3.6%, -4.7%, -2.0%, i, 14.5%, -2.1%, ·, -10.9%
11. NC(=O)c1ccc(C2SCC(=O)N2Cc2ccccc2)cc1 (stereo not given)
  0.2%, 3.7%, -2.7%, -4.5%, -4.2%, -14.1%, 3.0%, 1.9%
12. COCCN1C(=O)C(CC(=O)Nc2ccccc2)SC1=Nc1ccc(OC)cc1 (stereo not given)
  -2.9%, ·, -6.2%, -13.4%, 10.5%, 8.9%, 6.6%, -8.3%
13. CCN(CC)c1ccc(NC(=O)c2ccccc2Br)cc1S(=O)(=O)Nc1ccccc1OC
  -1.6%, -13.0%, ?, -6.5%, -24.3%, 3.2%, -10.2%, 25.1µM*
14. CCC(C)(C)NC(=O)C(c1cccn1C)N(Cc1ccc(OC)cc1)C(=O)Cn1nnc2ccccc21 (stereo not given)
  -1.7%, -11.7%, -2.9%, i, 5.2%, -1.5%, -3.4%, 1.6%
15. CC1CCc2c(sc(NC(=O)CSc3ncnc4c3cnn4-c3ccccc3Cl)c2C#N)C1 (stereo not given)
  1.8%, 0.2%, -6.7%, -4.5%, -1.7%, -9.3%, 6.5%, -3.4%
16. Cc1ccc(C)c(N(C(=O)CCC(=O)Nc2cc(C)on2)C(C(=O)NC2CCCC2)c2ccco2)c1 (stereo not given)
  -5.0%, 5.3%, -4.5%, 2.2%, 4.0%, -0.1%, 0.3%, -7.4%
17. CCOC(=O)c1ccc(NC(=O)CN2Cc3ccccc3C2=O)cc1
  6.9%, ·, -0.1%, ·, ·, 3.4%, ·, 3.8%
18. CCC(C(=O)Nc1cccc(C(=O)O)c1)c1ccccc1 (stereo not given)
  0.0%, 12.4%, 10.9%, -8.8%, 3.4%, -3.9%, 3.6%, -2.0%
19. O=S(=O)(Nc1ccc2c(c1)nc1n2CCN(Cc2ccccc2)C1)c1ccc(F)cc1
  -1.3%, -1.7%, 0.4%, -7.3%, ?, 2.5%, 27.8%, -10.7%
20. CCSc1nnc(NC(=O)c2csc(C)c2)s1
  2.1%, ·, -2.1%, 1.4%, -18.9%, 1.8%, 8.8%, -1.7%
21. C=CCN(c1ccccc1)S(=O)(=O)c1cccc2cccnc12
  -2.8%, 7.0%, 0.5%, -17.5%, 3.8%, -0.3%, -0.4%, ?
22. CC(C)c1cc(N2CCC(=O)NC2=O)cc(C(=O)O)c1O
  -2.6%, 11.2%, -0.7%, -2.8%, ?, 3.9%, 10.5%, 2.7%
23. COc1cc2[nH]c3c(=O)n4c(nc3c2cc1OC)SCCC4
  1.0%, ·, 1.7%, -5.3%, 0.8%, 2.7%, 2.7%, -11.1%
24. COc1ccc(-c2noc(N(c3ccc(F)c(Cl)c3)c3nc(-c4ccc(OC)c(OC)c4)no3)n2)cc1OC
  -2.7%, ·, -8.0%, ·, ·, -0.8%, ·, -7.0%
25. COc1ccc(C(CNC(=O)COc2ccccc2C#N)N2CCOCC2)cc1 (stereo not given)
  1.8%, 1.6%, 2.0%, i, -1.9%, 3.2%, -0.2%, -3.8%
26. CC(C)CCNC(=O)C(c1ccc(O)cc1)N(C(=O)C1COc2ccccc2O1)c1cccc(O)c1 (stereo not given)
  -7.4%, -0.7%, 4.4%, -11.3%, -17.3%, -5.1%, -1.4%, -14.9%
27. Cc1ccc2cccc(S(=O)(=O)N3CCCc4ccccc43)c2n1
  -1.1%, -4.2%, -6.8%, -5.1%, -2.3%, -0.4%, 9.2%, -9.5%
28. C=C(C)/C=N/NC(=S)Nc1ccc(S(=O)(=O)N2CCOCC2)cc1
  -0.8%, -12.2%, -6.1%, 0.5%, 4.1%, -13.8%, -7.5%, -16.1%
29. Cc1noc(C)c1C(=O)OCC(=O)N1CCN(S(=O)(=O)c2ccc3ccccc3c2)CC1
  -1.8%, ·, -2.3%, -14.8%, 1.3%, 9.9%, 0.8%, ·
30. CCC(=O)N1CCc2cc(Br)cc(S(=O)(=O)CCC(=O)Nc3cccc(Cl)c3)c21
  -3.0%, ·, -10.0%, ·, ·, 4.0%, ·, -6.1%

Down the list, as entered above.
Entries 13–20 in RECQ1 helicase read -6.5%, i, -4.5%, 2.2%, ·, -8.8%, -7.3%, 1.4%
Entries 13–20 in Tau FP inhib read ?, -2.9%, -6.7%, -4.5%, -0.1%, 10.9%, 0.4%, -2.1%
Entries 13–20 in TexasRed fluor read -1.6%, -1.7%, 1.8%, -5.0%, 6.9%, 0.0%, -1.3%, 2.1%

Next section:
Below each compound: TexasRed fluor, L3MBTL1 block, Tau FP inhib, RECQ1 helicase, JMJD2E inh, TRb SRC2 PPI, GoLoco inh red, Tau fibril ThT
31. CCOc1ccc(CCNC(=O)c2ccc3c(c2)c(C)c(C)n3Cc2ccccc2)cc1OCC
  -0.1%, ·, 2.7%, ·, ·, -0.8%, ·, -9.5%
32. COc1ccc(CNc2ncccn2)cc1OC
  -1.0%, -0.5%[11.4 µM], -1.7%, i, 8.0%, -0.4%, -6.3%, -1.7%
33. Cc1cccc(NC(=O)c2c(NC(=O)C(F)(F)F)sc3c2CCCCC3)c1
  -14.2%, ·, 11.0%, ·, ·, -4.0%, ·, 15.8µM*
34. Cc1ccc(C)c2[nH]c(=O)c(C(c3nnnn3C3CCCC3)N3CCOCC3)cc12 (stereo not given)
  -3.3%, ·, 1.8%, i, ?, -5.8%, 2.7%, -3.0%
35. COC(=O)c1ccc2c(c1)sc(=NC(=O)c1ccc(S(=O)(=O)N3CCCCC3)cc1)n2C
  -2.1%, ·, -3.0%, ·, ·, 3.2%, ·, 9.3%
36. O=Nc1c(O)n(Cc2c(Cl)cccc2Cl)c2ccccc12
  -1.4%, -3.6%, -9.6%, -1.5%, 4.7%, -3.9%, 14.8%, -6.2%
37. CN1CCN(CCCNC(=O)c2cc3c(=O)n(C)c4ccccc4c3s2)CC1
  0.4%, ·, -0.4%, 18.3%, ?, 1.0%, -14.1%, ?
38. Cn1c(Cc2ccccc2)nnc1SCC(=O)N1CCN(c2ccccc2)CC1
  -2.5%, 3.6%, 8.8%, -5.2%, -3.2%, -2.3%, 1.9%, -8.4%
39. CC1CCCCC1NS(=O)(=O)c1ccc(-n2cnnn2)cc1 (stereo not given)
  1.1%, -5.9%, -7.2%, ?, -7.8%, 5.8%, -5.7%, -3.6%
40. CCn1c(SCC(=O)Nc2nc(C)c(C)s2)nnc1-c1cccnc1
  2.1%, ·, -6.1%, 0.8%, 5.6%, -19.1%, -1.1%, -2.8%
41. CCCCCC(=O)NC(=S)Nc1ccc2oc(=O)ccc2c1
  3.7%, 7.8%, -2.9%, i, 3.6%, -2.7%, -17.8%, -10.4%
42. COc1cc(OC)c(C2N(C)c3ccccc3N2C)cc1OC
  -1.8%, -0.6%, -2.1%, -9.8%, 6.0%, 0.7%, -15.1%, 5.4%
43. O=C(Nc1cccc(-c2nc3ccccc3o2)c1)c1ccc(-c2ccc(Br)cc2)o1
  -0.4%, ·, ?, ·, ·, 2.2%, ·, ?
44. CCOC(=O)c1cn(CC)c2cc(Cl)c([N+](=O)[O-])cc2c1=O
  -2.7%, 14.1%, -0.5%, -3.0%, 5.0%, -12.5%, -4.9%, -9.0%
45. Cc1cc(OCc2nnc(SC(C)C(=O)O)n2Cc2ccccc2)ccc1Cl (stereo not given)
  -0.5%, 2.5%, 10.1%, i, 0.9%, 11.7%, 6.5%, -2.7%
46. O=C(O)Cc1sc(-c2ccccc2)nc1-c1cccs1
  -0.4%, 2.5%, 1.4%, -5.4%, ?, 1.5%, 12.7%, -7.9%
47. Cc1ccc(-n2c(SCC(=O)NCc3ccco3)nnc2-c2cccnc2)cc1
  0.7%, -5.6%, 2.6%, i, -4.2%, -21.2%, -5.9%, -12.7%
48. COc1ccc(C(=O)/C=C/c2ccc(O)cc2)cc1
  -2.6%, 7.7%, ?, -8.6%, -10.0%, 2.6%, 3.6%, ?

Source: PubChem BioAssay
